Screening results: PubChem, Broad Institute
miR-122 sensor – miR-122 inhibition in Huh7 cells. Huh7 miR-122 Renilla luciferase sensor, 48 h; neutral wells = 0, positive control = 100. AID 602342. activation (reporter increase), % at 12.5 µM. 340,000 compounds, 0.3% hits;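 active = mean replicate activation score at least 90 and every replicate individually at or above 90; inconclusive = only one of the two criteria met; inactive = neither criterion met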;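 note: higher luciferase means less miR-122 activity so hits act as miR-122 inhibitors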
GSIS activator – primary screen for activators of insulin secretion dependent on glucose, INS-1E cells, GLuc reporter luminescence; 370,000 compounds, 0.61% hits; INS-1E GLuc reporter insulin secretion, 2-3 h; activation, % at 16.6 µM;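 active = lowest replicate activation of at least 40%, so every replicate reaches that level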;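 note: 0% = median of neutral control wells and 100% = median of IBMX positive control wells; some compounds called inactive have numbers as strong as hits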
F508del corr – correctors of CFTR F508del function in bronchial epithelial cells; CFBE cells, YFP halide quenching; stimulated with forskolin plus potentiator P3; % fluorescence drop versus neutral controls; 350,000 compounds, 0.36% hits; activity (quench increase), % at 7.58 µM; AID 720511;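 active = mean added fluorescence quench of at least 8% versus neutral control, with both replicates also reaching 8%; inconclusive = only one of the mean or replicate conditions met; inactive = mean below 8% and not both replicates reaching 8%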;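 note: cells transiently co-express mutant CFTR-F508del with the halide-sensitive YFP; corrector assay measuring rescue of mutant channel to the surface after 24 h compound exposure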
EWS-Fli block – inhibitors of EWS/Fli oncoprotein transcriptional activity; A673 NR0B1-luciferase reporter, viability-normalised; AID 651661; inhibition, % at 12.6 µM; 350,000 compounds, 0.67% hits;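 active = mean inhibition of at least 50% after viability correction, with every replicate also passing that limit; inconclusive = mean reaches 50% but only one of two replicates passes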;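 note: firefly luciferase signal divided by Alamar Blue viability fluorescence both relative to DMSO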
DENV2 CPE rescue – protects cells from dengue virus 2 cytopathic effect | AID 651640 | 350,000 compounds, 1.7% hits | DENV2-infected cells, cytopathic effect rescue, plate reader | CPE inhibition, % at 9.99 µM; in the data active = CPE inhibition above about 20%, passing the limit was not always enough; inconclusive = no clear call, values can overlap the other calls; tested in BHK-21 cells;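 note: 0% = median of neutral control wells and 100% = median of positive control wells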
PAX8 reporter – inhibitors of PAX8 transcriptional activity in RMG-I cells | RMG-I TPO-luciferase reporter, SteadyGlo, 24 h | inhibition, % at 12.6 µM | 360,000 compounds, 1.2% hits | AID 652154;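 active = mean replicate inhibition at least 60% with every replicate also reaching 60%; inconclusive = only one of the two criteria is met; inactive = mean below 60% and not all replicates reaching 60%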;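 note: luciferase light reporting Pax8 driven TPO promoter activity; plate controls were median of neutral control wells for no effect and mitoxantrone controls for full effect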
FN deposit inh – fibronectin deposition inhibition. AH1F fibroblasts, Alexa488-fibronectin deposition fluorescence, overnight. inhibition, % at 12.6 µM. 350,000 compounds, 0.086% hits. AID 743247;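 active = mean inhibition across replicates of 30% or more, regardless of how many single replicates reach that level; inconclusive = mean under 30% yet at least half of replicates reach 30%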;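 note: positive control wells lacked labelled fibronectin entirely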
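Material: AH1F fibroblasts assembling fluorescent fibronectin matrix; amount: 10000 AH1F cells/well; medium: DMEM, 2% serum; reagent: Alexa488-fibronectin, 24 nM final in well; dosing: single compound dose, delivered by pin transfer; incubation: 1 h adhesion, overnight exposure; detection: fluorescence after three HBSS washes, excitation 485 nm, emission 525 nm; measure: fibronectin deposition inhibition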
* = called active by the depositor; ? = inconclusive; . = no result given; & = joins results of further samples; [ ] = dose if it differs, or a comment.

SMILES | miR-122 sensor | GSIS activator | F508del corr | EWS-Fli block | DENV2 CPE rescue | PAX8 reporter | FN deposit inh
c1ccc(-c2nc(-c3cccnc3)n[nH]2)cc1 | . | 19 | . | -16 | . | -59 | .
COc1ccc2c3c([nH]c2c1)[C@@H](CO)N(Cc1ccccc1)CC31CCN(C(=O)c2cccnc2)CC1 | . | 10 | 0.1 | 14 | 0 | . | .
O=C(CN1CCCCC1)N1N=C(c2cccs2)CC1c1cccs1 (configuration not stated) | -9 | 4 | 1.3 | 1 | -4 | -3 | 3
Nc1ccc(Oc2cc(N)cc(Oc3ccccc3)c2)cc1 | . | 0 | -2.4 | -98 | -9 | -263 | 4
Cc1cc(N2CCCC2=O)cc(C)c1S(=O)(=O)NCCOc1ccc(C(C)(C)C)cc1 | 12 | -21 | . | . | . | 30 | 1
O=C1NC(Cc2c[nH]c3ccccc23)C(=O)N1CCOc1ccc(F)cc1 (configuration not stated) | 1 | . | . | . | . | -3 | -2
COc1ccc(NC(=O)Nc2ccc3c(c2)C(=O)N([C@H](C)CO)C[C@H](C)[C@@H](CN(C)C(=O)CCC(F)(F)F)OCCCC[C@@H](C)O3)cc1 | 2[16.7 µM] | 2 | 1.3 | -6 | 14 | 3 | .
CCCN(CC(=O)Nc1ccc(Cl)cc1Cl)C(=O)CC(NC(C)=O)c1ccccc1 (configuration not stated) | . | -17 | -1.3 | . | 8 | 6 | 15
COc1ccc(-c2ccc3c(c2)c(C#Cc2ccsc2)c(-c2cc(OC)cc(OC)c2)n3C)cc1 | -1 | -5 | 4.8 | 10 | 19 | 18 | -2
CCOC(=O)COn1c(SCC(=O)OCC)nc2ccccc2c1=O | -2 | . | . | . | . | 16 | -11
COc1cccc(Nc2nc(CN)cs2)n1 | 2 | . | 6.8 | 1 | ? | 3 | 4
CC(=O)c1ccc(N(CC(=O)Nc2cc(C)on2)S(=O)(=O)c2ccc(C)cc2)cc1 | 6 | 17 | -1.2 | 1 | 5 | -3 | 0
N=c1c2c3c(sc2ncn1N)CCC3 | 1 | . | -1.6 | 6 | 6 | 18 | -2
O=C(NCc1ccccc1F)C1CCCN1C(=O)NCc1ccccc1 (configuration not stated) | 0 | . | . | . | . | -13 | 1
COc1ccc(S(=O)(=O)c2c(O)c3ccc(C(=O)Nc4cccc(F)c4)cc3[nH]c2=O)cc1 | -7 | 1 | 5.0 | 6 | ? | 6 | 2
C[C@H](CO)N1C[C@H](C)[C@@H](CN(C)Cc2ccncc2)OCCCC[C@H](C)Oc2ccc(NS(=O)(=O)c3cn(C)cn3)cc2C1=O | 18[16.7 µM] | 19 | -0.4 | -2 | -7 | -4 | .
C[C@H](CO)N1C[C@H](C)[C@H](CN(C)S(C)(=O)=O)OCCCC[C@H](C)Oc2ccc(NC(=O)CCCN(C)C)cc2C1=O | -3[16.7 µM] | 9 | 3.3 | -13 | -4 | -7 | .
N#Cc1ccc(-c2ccc(OCC(=O)NCCCN3CCCC3=O)cc2)cc1 | . | -2 | -1.2 | -2 | 17 | -23 | .
O=C(CSc1ncnc2sc3c(c12)CCC3)N1CCOCC1 | -5 | -9 | -0.2 | -13 | 0 | 15 | -1
O=C(NCC[C@@H]1CC[C@@H](NC(=O)C2CCOCC2)[C@H](CO)O1)Nc1ccc(Cl)cc1 | . | -16 | -1.9 | -35 | 11 | -73 | .
CC(=O)c1c(C)oc2ccc(NS(=O)(=O)c3ccccc3)cc12 | 12 | -2 | 1.3 | -7 | ? | 7 | -9
Cc1[nH]c2ccccc2c1/C=N\NC(=O)c1ccco1 | . | 0 | 0.7 | 1 | 1 | -23 | .
COc1ccc2c3c(n(C)c2c1)[C@@H](CO)N(C(=O)C1CCOCC1)CC31CN(C(=O)C2CC2)C1 | . | 14 | -0.8 | -9 | -1 | -7 | -8
COc1ccc(CCN=C(N)NS(=O)(=O)c2ccc(F)cc2)cc1OC | -5 | 14 | 1.7 | -2 | -3 | -5 | 1
Cc1ccc(SCCCCN2C(=O)NC(C)(C)C2=O)cc1 | -7 | -1 | . | . | . | . | -4
CCOc1ccc(-n2c(=O)c3c4c(sc3n(CC(=O)NCC3CCCO3)c2=O)CCCC4)cc1 (configuration not stated) | 2 | -18 | 0.2 | -23 | -5 | 12 | -7
COCC(=O)N1C[C@@H]2[C@H](c3ccccc31)[C@@H](CO)N2C(=O)c1ccccc1F | -29[16.7 µM] | 0 | -1.8 | -4 | 41* | -7 | -4
CCNC(=O)C1(C)CCN(C(=O)c2cccc(OC(F)(F)F)c2)C1 (configuration not stated) | . | 10 | 2.1 | 4 | 2 | 11 | -25
Cn1cc(/C=C(\NC(=O)c2ccccc2Cl)C(=O)NCCCN2CCOCC2)c2ccccc21 | -3 | 22 | -2.2 | . | -1 | 20 | -3
O=C(C[C@H]1CC[C@@H]2[C@H](COC[C@H](O)CN2C(=O)c2cccnc2)O1)NCc1ccc(Cl)cc1 | 6[16.7 µM] | 10 | -2.1 | -11 | -4 | 1 | 1
COc1ccccc1NC(=O)CSc1nnc(COc2ccc(Cl)cc2)n1Cc1ccco1 | 4 | . | . | . | . | 18 | 7
COc1ccc(OCc2cc(C(=O)NC(C)c3nc(C)cs3)no2)c(Cl)c1 (configuration not stated) | 2 | -5 | -2.7 | -80 | -5 | -113 | -3
C[C@H](CO)N1C[C@H](C)[C@H](CN(C)C)Oc2c(NS(=O)(=O)c3cn(C)cn3)cccc2C1=O | -4[16.7 µM] | 40 | -1.0 | 0 | 2 | 0 | 2
C[C@@H]1CN([C@H](C)CO)C(=O)Cc2cc(NC(=O)NC3CCCCC3)ccc2O[C@H]1CN(C)CC1CCCCC1 | 4[16.7 µM] | -16 | 1.7 | -3 | 25* | 36 | .
CCNC(=O)C[C@@H]1CC[C@@H]2[C@H](COC[C@H](O)CN2C(=O)Nc2c(C)noc2C)O1 | -6[16.7 µM] | 4 | -0.8 | -3 | -5 | 10 | -8
CCOC(=O)c1nc2nc(-c3cccs3)cc(C(F)(F)F)n2n1 | 0 | 63* | . | . | . | -2 | 1
N#C/C(=N\Nc1ccc([N+](=O)[O-])cc1)C(N)=S | . | -10 | -0.4 | -92 | -5 | -37 | -11
COc1ccc(-c2cc(NC=O)c3ncc(-c4ccc(C(C)=O)cc4)n3c2)cn1 | 6 | -8 | 3.2 | 43 | 9 | 65* | 4
O=C(O)c1cccc(S(=O)(=O)N2CCN(Cc3ccc4c(c3)OCO4)CC2)c1 | -1 | 6 | -2.3 | -5 | 11 | -10 | -1
C[C@@H]1CN([C@@H](C)CO)C(=O)c2cc(C#CC3CC3)cnc2O[C@@H]1CN(C)C(=O)CC1CC1 | -8[16.7 µM] | 0 | 0.1 | 0 | -7 | . | -7

Another view of part of the listing above.
structure	miR-122 sensor	GSIS activator	F508del corr	EWS-Fli block	DENV2 CPE rescue	PAX8 reporter	FN deposit inh
C[C@H](CO)N1C[C@H](C)[C@H](CN(C)C)Oc2c(NS(=O)(=O)c3cn(C)cn3)cccc2C1=O	-4[16.7 µM]	40	-1.0	0	2	0	2
COc1ccc(CCN=C(N)NS(=O)(=O)c2ccc(F)cc2)cc1OC	-5	14	1.7	-2	-3	-5	1
O=C(O)c1cccc(S(=O)(=O)N2CCN(Cc3ccc4c(c3)OCO4)CC2)c1	-1	6	-2.3	-5	11	-10	-1

More structures
SMILES | miR-122 sensor | GSIS activator | F508del corr | EWS-Fli block | DENV2 CPE rescue | PAX8 reporter | FN deposit inh
CC1(C)Cc2cccc(OCC(=O)Nc3ccc(OCC(N)=O)cc3)c2O1 | 7 | -1 | 0.6 | 7 | 0 | -2 | 2
CCN(CC)S(=O)(=O)c1cccc(C(=O)NCC(c2ccccc2)N(C)C)c1 (configuration not stated) | . | -5 | -1.5 | 6 | -1 | -6 | 4
COc1ccccc1-n1c(-c2ccccc2)c[n+]2c1CCc1ccccc1-2 | -29 | -39&-61 | -5.2&2.5 | 26&28 | 9&-2 | 88* | -3&-3
O=C(Nc1ccccc1)/C(=C1\CCCN1)[N+](=O)[O-] | . | 11 | -0.3 | -17 | . | -30 | 7
O=C(C1CCN(S(=O)(=O)c2cccs2)CC1)N1CCN(c2ccccc2O)CC1 | . | 23 | 1.8 | -16 | -7 | -7 | 6
Cc1noc(C)c1NC(=O)NCC[C@H]1CC[C@H](NC(=O)Nc2cccc(F)c2)[C@H](CO)O1 | . | 7 | -1.5 | -5 | 17 | 1 | -5
CCn1ncc([N+](=O)[O-])c1C(=O)Nc1c(C)cccc1C | -9 | -3 | -0.4 | 5 | -1 | 13 | 2
O=C(Oc1ccccc1)N1CCN(c2ccccc2F)CC1 | -5 | 11 | -2.5 | -25 | -4 | -10 | -5
Cc1cccc(N2CCN(C(=O)C3CCC(=O)N(C4CC4)C3)CC2)c1C (configuration not stated) | -10 | 6 | -2.3 | . | -2 | 10 | 9
CNc1ccc(N=Nc2cccc3ncccc23)cc1 | -5 | . | . | 21 | -5 | -37 | 11
COc1ccc(NC(=O)Nc2ccc3c(c2)[C@H]2C[C@H](CC(=O)O)O[C@@H](CO)[C@H]2O3)cc1 | 1[16.7 µM] | 9 | -1.0 | 0 | 3 | -2 | .
N#C/C(=C/C=C/c1ccccc1)C(=O)Nc1ccccc1 | 15 | 8 | -1.4 | 1 | -2 | . | .
C[C@@H]1CN([C@H](C)CO)S(=O)(=O)c2ccc(-c3cccnc3)cc2O[C@@H]1CN(C)C(=O)CN(C)C | 0[16.7 µM] | -7 | 1.1 | -4 | 12 | . | -2
CCn1c2ccccc2c2cc(NC(=O)c3cc(OC)cc(OC)c3)ccc21 | . | -4 | . | . | 5 | 96* | -11
C[C@H]1CN([C@@H](C)CO)C(=O)c2cccc(NC(=O)c3nc4ccccc4s3)c2O[C@H]1CN(C)S(=O)(=O)c1ccc(F)cc1 | -6[16.7 µM] | -31 | 0.0 | 14 | -3 | 42 | .
COC(=O)c1ccc2nc(-c3ccco3)c(Cc3cccc(F)c3)n2c1 | 2 | -7 | 0.7 | 11 | -18 | 10 | -9
CCSc1nnc(NC(=O)C2C3C=CC(C3)C2C(=O)O)s1 (configuration not stated) | -2 | 9 | . | . | . | . | -1
CCCOc1ccccc1/C=C1\SC(N2CCCCC2)=NC1=O | 0 | -5 | 5.0 | -66 | 1 | -31 | 0
COc1ccccc1-c1ccc([C@@H]2[C@H](CO)N3CCCCN(C(=O)c4cccnc4)C[C@@H]23)cc1 | -1[16.7 µM] | 1 | -1.7 | -4 | 2 | -12 | 6
Cc1ccc(S(=O)(=O)N(C)C[C@H]2Oc3ccc(NS(=O)(=O)c4ccccc4)cc3CC(=O)N([C@@H](C)CO)C[C@@H]2C)cc1 | 60[16.7 µM] | 4 | -0.8 | 1 | -9 | -3 | .
C[C@H](CO)N1C[C@H](C)[C@@H](CN(C)Cc2ccc3c(c2)OCO3)OCCCC[C@H](C)Oc2ccc(NS(=O)(=O)c3ccc(Cl)cc3)cc2C1=O | 2[16.7 µM] | -18 | 2.6 | 19 | -6 | 6 | 0
O=C(c1cc2c(s1)-c1ccccc1S(=O)(=O)C2)N1CCCC1 | . | 21 | -1.0 | 2 | -4 | -4 | 12
COc1ccc(CC(=O)OC(C)C(=O)NC2CCCCC2C)cc1 (configuration not stated) | -1 | 27 | 1.5 | -3 | -7 | -18 | 0
COc1cc(C2Nc3ccccc3NC3=C2C(=O)CC(c2ccc(OC)c(OC)c2)C3)ccc1O (configuration not stated) | 0 | 24 | -2.4 | 0 | . | 2 | -2
CC1=NN(C(=O)c2ccc(Br)cc2)C(O)(c2ccccc2)C1 (configuration not stated) | 2 | -12 | 1.8 | -4 | . | 20 | 5

Hits appear at their usual frequency; any-hit rate near 3.9%.
